# Source: PubChem
# Statin myotox sup = protects C2C12 myotubes from simvastatin toxicity; ATP luminescence, 48 h; scaled: DMSO 0, geranylgeraniol control 100; rescue of ATP level, % at 7.49 µM; 330,000 compounds, 0.78% hits; AID 602340;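 active = mean ATP rescue above about 67%, or every replicate alone reaching that limit, limit read from the data, passing the limit was not always enough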;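 note: myotubes were challenged with 10 µM simvastatin during compound exposure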
# esBAF inh = blocks esBAF chromatin remodeling in mouse ES cells. Bmi1-luciferase knock-in reporter, 24 h; 100% = twice the neutral-well signal. 350,000 compounds, 2% hits. reporter increase, % at 12.5 µM; in the data active = activation above about 40%;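 note: 0% = median of the plate's neutral control wells and 100% = double that signal; a rise in the Bmi1 reporter signal indicates esBAF inhibition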
# ARNT TACC3 PPI = disruptors of human ARNT/TACC3 interaction; AlphaScreen His-ARNT PAS-B/GST-TACC3 binding, luminescence; TACC3 fragment carries E629A point mutation; AID 623870; Q9Y6A5; inhibition, % at 9.99 µM; 390,000 compounds, 0.66% hits;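 active = mean inhibition of replicates at least 50% and at least half of replicates each reaching 50%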;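 note: 0% = complete ARNT plus TACC3 wells and 100% = ARNT alone without TACC3; many hits fall short of the cut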
# ERp5 block = blocks human ERp5 reductase activity on insulin | Q15084 | ERp5 insulin aggregation, absorbance 650 nm, 90 min | inhibition, % at 9.99 µM | 350,000 compounds, 0.05% hits | AID 651711;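 active = mean replicate inhibition above about 25%, with every replicate also reaching it, limit read from the data, passing the limit was not always enough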
# Target sequence (Q15084 whole entry, looked up): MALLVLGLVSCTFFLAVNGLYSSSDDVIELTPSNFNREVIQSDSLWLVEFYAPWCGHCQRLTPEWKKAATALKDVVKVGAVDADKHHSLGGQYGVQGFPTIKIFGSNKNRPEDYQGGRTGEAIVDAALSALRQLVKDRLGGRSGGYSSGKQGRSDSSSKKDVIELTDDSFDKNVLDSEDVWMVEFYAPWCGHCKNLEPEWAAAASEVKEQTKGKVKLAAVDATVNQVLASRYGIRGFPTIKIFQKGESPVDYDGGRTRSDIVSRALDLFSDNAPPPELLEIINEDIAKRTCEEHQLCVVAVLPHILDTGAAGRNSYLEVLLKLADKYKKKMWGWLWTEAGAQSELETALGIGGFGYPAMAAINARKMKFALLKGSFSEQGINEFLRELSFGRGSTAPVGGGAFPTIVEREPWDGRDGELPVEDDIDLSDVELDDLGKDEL
# SIRT5 inh = sirtuin-5 (human) deacylase inhibition | Q9NXA8 | AID 652115 | Purified SirT5, succinyl-peptide AMC, trypsin-coupled fluorescence | 330,000 compounds, 1.1% hits | inhibition, % at 15 µM; in the data active = inhibition above about 15%
# Target sequence (Q9NXA8 whole entry, looked up): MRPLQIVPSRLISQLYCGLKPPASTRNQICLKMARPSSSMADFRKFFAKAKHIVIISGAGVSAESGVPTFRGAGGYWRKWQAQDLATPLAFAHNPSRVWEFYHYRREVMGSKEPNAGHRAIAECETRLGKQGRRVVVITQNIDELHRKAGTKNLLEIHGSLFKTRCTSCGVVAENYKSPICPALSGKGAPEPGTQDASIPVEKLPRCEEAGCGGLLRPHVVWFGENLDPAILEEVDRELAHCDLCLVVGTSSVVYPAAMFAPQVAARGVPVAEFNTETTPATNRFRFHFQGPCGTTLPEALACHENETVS
# Cneo AK release = Cryptococcus neoformans lysis via adenylate kinase release | C. neoformans lysis, adenylate kinase release luminescence, 4 h; normalised: neutral wells 0, clomiphene wells 100 | lysis activity, % at 15 µM | 360,000 compounds, 0.2% hits | AID 651654;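 active = mean lysis activity across replicates of at least 80%, whatever share of replicates individually reach that level; inactive = mean lysis activity below 80%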
#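 Test system: log-phase Cryptococcus neoformans yeast cells. Input: 5 × 10^6 yeast cells/mL. Medium: fresh YPD growth medium. Doses: single dose. Incubation: static 4 h at 37 °C with compound, 1 h detection. Measured by: luminescent adenylate kinase detection reagent. Read-out: signal increase indicating cell lysis. Benchmarks: Clomiphene.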
# miR-122 sensor = blocks miR-122 activity in Huh7 sensor cells | Huh7 miR-122 Renilla luciferase sensor, 48 h; neutral wells = 0, positive control = 100 | activation (reporter increase), % at 12.5 µM | 340,000 compounds, 0.3% hits | AID 602342;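 active = mean replicate activation score at least 90 and every replicate individually at or above 90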;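 note: higher luciferase means less miR-122 activity so hits act as miR-122 inhibitors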
# Starred values were filed as active, the others as inactive; nt = no result given; & = joins results of further samples; [ ] = dose if it differs, or a comment. An unsorted share of the library; 4% or so of the library scored in one or more.
nr	molecule	ARNT TACC3 PPI	SIRT5 inh	ERp5 block	Statin myotox sup	miR-122 sensor	Cneo AK release	esBAF inh
1	C[C@H](NC(=O)C1CCN(S(=O)(=O)c2ccccc2)CC1)C(=O)NCc1ccc(Cl)cc1Cl	-8	-1	1	10	-2	-12	-3
2	CC(=O)c1ccccc1NC(=O)CSc1n[nH]c(=O)n1C1CC1	nt	1	1	1	-8	nt	-5
3	Cc1cc(=O)[nH]c(SCC(=O)Nc2nonc2C)n1	0	2	1	6	-5	5	-4
4	CC(=O)c1ccc(NC(=O)CC2S/C(=N/N=C3CCCCCC3)NC2=O)cc1 (stereo unspecified)	2	0	2	nt	-1	-1	nt
5	CC1CCC2(CC1)NC(=O)N(CC(=O)Nc1ccc3c(c1)OCO3)C2=O (stereo unspecified)	-1	-3	-2	-14	-4	0	1
6	CCOc1ccc(C)cc1S(=O)(=O)n1ccnc1	-7	nt	nt	16	-5	1	-2
7	Cc1ccc(NC(=O)c2ccc(Cl)c(S(=O)(=O)N3CCCC3)c2)nc1	2	4	4	5	-5	-3	32
8	O=C1CC(N2CCN(Cc3ccc4c(c3)OCO4)CC2)C(=O)N1CCc1ccccc1 (stereo unspecified)	2	nt	nt	-28	-2	3	-13
9	Nc1ncnc(NCc2ccc(F)cc2)c1[N+](=O)[O-]	1	-1	-2	nt	nt	nt	nt
10	CCC(=O)Nc1ccc(C(=O)CSc2nc3ccccc3[nH]2)cc1	-2	1	4	nt	nt	nt	nt
11	c1ccc(Cn2ncc3c(N4CCOCC4)ncnc32)cc1	nt	nt	nt	0	nt	-1	8
12	O=C(C[C@@H]1CC[C@@H](NC(=O)Nc2ccccc2)[C@@H](CO)O1)NCc1cccc(F)c1	5	-6	-1	5	nt	-3	-1
13	C[C@@H]1CCCCO[C@@H](CN(C)C(=O)c2ccncc2)[C@@H](C)CN([C@@H](C)CO)C(=O)c2cc(NS(=O)(=O)c3ccc(F)cc3)ccc2O1	-2	0	1	nt	4[16.7 µM]	-2	-4
14	N#Cc1c2c(c(Nc3ccccc3)n3c1nc1ccccc13)CCC2	-7	nt	nt	-40	-6	0	11
15	COc1ccccc1CNC(=O)CN(CCc1ccccc1)S(C)(=O)=O	-4	7	4	nt	nt	nt	nt
16	Cc1ccc(C(=O)Nc2cccc(-c3ccc(N4CCOCC4)nn3)c2)cc1C	1	0	1	nt	1	nt	nt

# The final four compounds of the part above lead into the next.
nr	molecule	ARNT TACC3 PPI	SIRT5 inh	ERp5 block	Statin myotox sup	miR-122 sensor	Cneo AK release	esBAF inh
13	C[C@@H]1CCCCO[C@@H](CN(C)C(=O)c2ccncc2)[C@@H](C)CN([C@@H](C)CO)C(=O)c2cc(NS(=O)(=O)c3ccc(F)cc3)ccc2O1	-2	0	1	nt	4[16.7 µM]	-2	-4
14	N#Cc1c2c(c(Nc3ccccc3)n3c1nc1ccccc13)CCC2	-7	nt	nt	-40	-6	0	11
15	COc1ccccc1CNC(=O)CN(CCc1ccccc1)S(C)(=O)=O	-4	7	4	nt	nt	nt	nt
16	Cc1ccc(C(=O)Nc2cccc(-c3ccc(N4CCOCC4)nn3)c2)cc1C	1	0	1	nt	1	nt	nt
17	COc1ccc(N2CCN(C(=O)CSc3nc4[nH]ncc4c(=O)n3-c3ccc(Br)cc3)CC2)cc1	-6	-2	6	nt	nt	nt	nt
18	O=C1Nc2ccccc2C1(O)c1ccccc1O (stereo unspecified)	-5	-1	1	-1	0	5	-1
19	COc1ccc(S(=O)(=O)Nc2ccc3c(c2)C(=O)N([C@@H](C)CO)C[C@H](C)[C@@H](CN(C)C(=O)CCCN(C)C)OCCCC[C@H](C)O3)cc1	-4	0	4	33	11[16.7 µM]	-1	-1
20	Cc1cc2cc(CNC(=O)c3ccc(Br)o3)ccc2[nH]1	2	1	2	-9	nt	5	-2
21	CS(=O)(=O)N(CC(=O)N1CCCC1)c1ccc(OCc2ccccc2)cc1	-3	0	5	0	-4	1	0
22	O=C1CCC(C(=O)N2CCN(c3cnccn3)CC2)CN1CCc1ccccc1 (stereo unspecified)	nt	nt	0	-3	-10	-1	-5
23	CCCC1(c2ccccc2)NC(=O)N(CC(=O)NCc2ccc(C)cc2)C1=O (stereo unspecified)	-4	0	3	-5	nt	4	0
24	C/C(=N\NC(=O)Cn1ccc(C(F)(F)F)n1)c1ccco1	-2	-1	1	nt	nt	nt	nt
25	CN(C(=O)COC(=O)c1cc2ccccc2cc1O)C1CCCCC1	8	6	0	2	nt	-3	19
26	CCc1nnc(NC(=O)CSc2nnc3ncccn23)s1	-6	-3	-7	-23	-2	2	-4
27	O=C(O)c1ccc(C2(c3ccc(C(=O)O)cc3)OC(=O)c3ccccc32)cc1	-6	-2	4	-8	-9	-1	-3
28	COc1cc(OC)cc(C(=O)Nc2ccc(C(=O)NCC3CCCO3)cc2)c1 (stereo unspecified)	1	-5	-1	-16	1	-1	1
29	O=C(c1ccc2c(c1)OCCO2)C1CCN(S(=O)(=O)c2ccc(F)cc2)CC1	-8	nt	nt	4	nt	0	1
30	COC(=O)C(CC#Cc1ccc2c(c1)[C@]1(C(=O)N2)[C@H](c2ccccc2OCCO)N2[C@H](c3ccccc3)[C@H](c3ccccc3)OC(=O)[C@H]2[C@@H]1C(=O)NC[C@H](O)c1ccccc1)C(=O)OC	nt	-1	-5	nt	nt	-25	nt
31	C=CCn1c(C)cc(C(=O)CN2C(=O)c3ccccc3S2(=O)=O)c1C	4	nt	nt	-2	1	-6	-85
32	c1cncc(-c2nn3c(Cn4cnc5ccccc54)nnc3s2)c1	7	nt	nt	-1	nt	3	1
33	Cc1ccc(C)c(NC(=O)C2(C)CC3c4ccccc4C2c2ccccc23)c1 (stereo unspecified)	-16	nt	nt	12	1	-4	-9
34	O=C1/C(=C/c2ccccc2)Nc2ccccc21	-7	nt	nt	4	-2	-4	19
35	O=C(Nc1ccc(N2CCOCC2)c(S(=O)(=O)Nc2ccc(Cl)cc2)c1)c1cnccn1	1	2	1	17	3	4	7
36	CCc1nnc(SCC(=O)NC2CC2)n1CC	nt	-1	-2	4	nt	3	4
37	COC(=O)CSc1nnnn1-c1ccccc1	3	nt	nt	-2	-3	1	7
38	Cc1ccc(NS(=O)(=O)c2cc(C(=O)NCc3cccnc3)ccc2C)cc1	3	6	5	nt	48	0	nt
39	COc1ccc(CCNC(=O)CCn2c(SCC#N)nc3ccccc3c2=O)cc1OC	0	nt	nt	26	5	-3	-6
40	Cc1cc(NCCNC2=CC(=O)CCC2)nc2ccccc12	1	nt	nt	1	nt	1	5
41	CCOc1ccc(S(=O)(=O)N(CC)CC(=O)NCc2cccnc2)cc1	0	2	3	1	0	-2	-5
42	N#CC1(NC(=O)COC(=O)c2cc(=O)[nH]c3ccccc23)CCCCC1	-19	4	3	-2	3	2	0
43	CCC(Sc1nc2cc3c(cc2c(=O)n1Cc1ccco1)OCO3)C(=O)NCCOC (stereo unspecified)	-1	nt	nt	17	4	-2	-4
44	COc1ccc(CSc2ccc(-c3nc4ccccn4c3NCc3ccccc3)cc2OC)cc1	7	nt	nt	-11	-1	3	-8
45	Cc1cc(C)c2nc(-c3ccccn3)cc(C(=O)Nc3ccc(S(=O)(=O)Nc4cc(C)on4)cc3)c2c1	13	nt	nt	-74	21	0	6
46	COc1cccc(C2C(C(N)=O)=C(C)Nc3nc(CCCO)nn32)c1 (stereo unspecified)	3	1	-1	2	9	0	-1
47	CN1[C@@H]2c3ccc(-c4ccccc4)c(=O)n3C[C@H]1[C@H](CO)[C@H]2C(=O)Nc1nccs1	0	-7	-7	-11	-1[16.7 µM]	2	0
48	NC(=NCCc1c[nH]c2ccccc12)NS(=O)(=O)c1cc(F)ccc1F	6	-4	6	0	2	1	-6
49	CCCNC(=O)C[C@H]1C[C@H]2c3cc(NS(=O)(=O)c4ccccc4)ccc3O[C@H]2[C@H](CO)O1	-7	nt	nt	-5	-4[16.7 µM]	3	2
50	O=C(Nc1nc(-c2nc3ccccc3s2)cs1)c1ccc(S(=O)(=O)N2CCOCC2)cc1	-4	nt	nt	-27	nt	0	12
51	C/C=C/c1cnc2c(c1)C(=O)N([C@H](C)CO)C[C@H](C)[C@H](CN(C)Cc1ccccc1F)O2	-3	7	-4	-5	nt	7	4
52	CC(=O)c1cccc(NC(=O)N2CCC(NC(=O)c3ccco3)CC2)c1	-7	-2	-2	0	1	-1	9
53	CCc1noc(C)c1C(=O)NC1CCCc2c1cnn2-c1ccc(C(C)(C)C)cc1 (stereo unspecified)	-7	-1	-9	nt	0	-1	nt
54	COc1cc(CNc2ccc(N3CCCCC3)cc2)ccc1OCC(=O)NC(C)(C)C	3	-4	1	5	0	1	1
55	COc1ccc(S(=O)(=O)N(C)C[C@@H]2Oc3ccc(NS(C)(=O)=O)cc3CC(=O)N([C@H](C)CO)C[C@@H]2C)cc1	0	-3	-12	-51	-6[16.7 µM]	0	-3
56	CO[C@@H]1CN(C)C(=O)c2cc(NC(=O)C3CC3)ccc2OC[C@@H](C)N(C(=O)c2ccccc2)C[C@@H]1C	-8	5	1	8	nt	-8	3
57	CCOC(=O)c1ccc(S(=O)(=O)N2CCN(C(=O)c3cccc(S(=O)(=O)N4CC(C)OC(C)C4)c3)CC2)cc1 (stereo unspecified)	1	-3	-2	-8	5	0	-6
58	COc1cccc(C2C3=C(CC(C)(C)CC3=O)Nc3cc4c(cc32)OCO4)c1 (stereo unspecified)	nt	nt	-2	33	-9	-1	7
59	CCN(CC)C(=O)COC(=O)C1CCN(S(=O)(=O)c2ccc3c(c2)OCCO3)CC1	-5	-3	2	12	4	-1	-3
60	N#Cc1c(NC(=O)CN2CCOCC2)oc(-c2ccccc2)c1-c1ccccc1	6	nt	nt	5	-2	0	-4
61	COc1ccc(CCC(C)Nc2cccc(F)c2)cc1 (stereo unspecified)	3	nt	nt	25	2	-2	0
62	C[C@@H]1CCCCO[C@H](CN(C)S(=O)(=O)c2cccs2)[C@@H](C)CN([C@H](C)CO)C(=O)c2cc(NC(=O)Nc3ccc4c(c3)OCO4)ccc2O1	-4	-1&-1	-3&2	-16	-3	-3&-1	7&4
63	CCCOc1ccc(OCC(=O)c2[nH]c(C)c(C(C)=O)c2C)cc1	-4	-8	-16	nt	-6	nt	nt
64	CCOC(=O)Cn1cnc2c(nnn2-c2ccc(C)cc2)c1=O	-5	nt	nt	nt	-2	1	4
65	CN(C)C(=O)CSc1nc2ccccc2c(=O)[nH]1	-14	nt	nt	nt	-4	-2	4
66	CC1Cc2ccccc2N1C(=O)CN1C(=O)CN(C)C(=O)c2ccccc21 (stereo unspecified)	-9	nt	nt	1	2	0	-7
67	CCOc1ccc(OCC)c(NC(=O)CCNS(=O)(=O)c2cc(Br)cnc2N)c1	8	2	-1	-16	nt	2	-3
68	O=C(CN(C(=O)CCC(=O)Nc1ccccn1)C1CCCC1)NCc1ccccc1	2	0	3	-5	-3	nt	-6
69	Cc1nc(NC(=O)COC(=O)C2CC2C)c(Cl)cc1Cl (stereo unspecified)	6	1	-13	29	-2	1	-5
70	COc1cccc(Nc2c([N+](=O)[O-])cncc2[N+](=O)[O-])c1	-62	-3	-1	8	-7	-1	-3
71	CN1CCn2cnc(C(=O)NCc3ccc(CNC(=O)OC(C)(C)C)cc3)c2C1=O	nt	-4	-4	7	-2	0	4
72	Cc1c(N2C(=O)/C(=C\C3CC=CCC3)SC2=S)c(=O)n(-c2ccccc2)n1C (stereo unspecified)	-3	5	4	-8	-13	1	44*
73	C/C=C/c1ccc([C@@H]2[C@@H](CO)N3CCCCN(S(=O)(=O)c4ccc(F)cc4)C[C@H]23)cc1	18	2	3	14	4[16.7 µM]	-2	-2
74	O=S(=O)(N[C@@H]1CC[C@@H](CCn2cc(-c3ccccn3)nn2)O[C@@H]1CO)c1cccc(Cl)c1	70*	0	1	-5	-11[16.7 µM]	-3	-2
75	CC(=O)N(C)c1ccc(N=Nc2ccc3ncccc3c2)cc1	-37	nt	-6	-8	nt	-3	4

# Some values from above:
# no. 23 @ Cneo AK release: 4
# no. 28 @ ERp5 block: -1
